Assay outcomes from PubChem.
NFkB SMM – binds human NF-kappa-B p105 on microarray | P19838 | Small molecule microarray, anti-His fluorescence binding | calls only | 17,000 tested, 1.3% active | AID 624139;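 active = spot fluorescence over background significantly raised, with a chance value under 7% in all four replicate spots of the compound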;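 also: probe protein is his-tagged human p50 processed subunit at 1 µg/ml; raw spot fluorescence signals with no normalization applied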
Target sequence (P19838 1-433 limits assumed): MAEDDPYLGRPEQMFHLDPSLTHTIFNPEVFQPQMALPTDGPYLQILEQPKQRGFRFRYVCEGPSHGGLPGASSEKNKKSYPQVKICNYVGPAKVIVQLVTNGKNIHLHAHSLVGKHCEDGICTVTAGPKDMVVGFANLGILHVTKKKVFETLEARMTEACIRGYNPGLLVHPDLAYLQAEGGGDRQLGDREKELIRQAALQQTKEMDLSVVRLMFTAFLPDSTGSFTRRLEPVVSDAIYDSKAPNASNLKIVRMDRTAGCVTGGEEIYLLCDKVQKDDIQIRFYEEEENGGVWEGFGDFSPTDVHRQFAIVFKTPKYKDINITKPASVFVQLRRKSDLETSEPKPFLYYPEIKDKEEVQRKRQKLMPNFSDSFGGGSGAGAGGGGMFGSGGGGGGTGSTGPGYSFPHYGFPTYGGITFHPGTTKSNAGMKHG
Calls only; i = inactive; + = active, no number. The list is partial (hit frequency here may not be typical).

SMILES	NFkB SMM
CNC[C@H]1Oc2ccc(NC(=O)Nc3cccc4ccccc34)cc2CC(=O)N([C@@H](C)CO)C[C@@H]1C	i
C[C@H](CO)N1C[C@H](C)[C@@H](CN(C)S(=O)(=O)c2ccc(Cl)cc2)Oc2ccc(NS(=O)(=O)c3cn(C)cn3)cc2CC1=O	i
COc1ccc(C(C)C(=O)c2ccc(O)cc2O)cc1O (configuration not stated)	i
C=C1C(=O)O[C@H]2[C@H]1[C@@H](OC(=O)C(C)(O)C(C)Cl)C(OC(C)=O)/C(C(=O)OC)=C\CC[C@@]1(C)O[C@H]21 (some centres not stated)	i
CNC[C@@H]1OCCCC[C@@H](C)Oc2ccc(NS(=O)(=O)c3ccccc3)cc2C(=O)N([C@H](C)CO)C[C@@H]1C	i
C[C@@H]1CCCCO[C@@H](CN(C)C)[C@H](C)CN([C@@H](C)CO)C(=O)c2cc(NC(=O)Nc3ccc(C(F)(F)F)cc3)ccc2O1	i
C[C@@H]1CCCCO[C@H](CN(C)Cc2ccccc2)[C@@H](C)CN([C@@H](C)CO)C(=O)c2cc(NS(=O)(=O)c3cccs3)ccc2O1	i
C[C@@H]1CN([C@@H](C)CO)C(=O)c2cccc(N(C)C)c2O[C@@H]1CN(C)Cc1ccc(Cl)c(Cl)c1	i
C[C@H]1O[C@@H](O[C@H]2[C@@H](O)C[C@H](O[C@H]3[C@@H](O)C[C@H](O[C@H]4CC[C@@]5(C)[C@H](CC[C@@H]6[C@@H]5C[C@@H](O)[C@]5(C)[C@@H](C7=CC(=O)OC7)CC[C@]65O)C4)O[C@@H]3C)O[C@@H]2C)C[C@H](O)[C@@H]1O	i
CNC[C@@H]1OCCCC[C@H](C)Oc2ccc(NC(=O)Nc3c(C)noc3C)cc2C(=O)N([C@@H](C)CO)C[C@@H]1C	i
COc1ccccc1CN(C)C[C@H]1OCc2cn(nn2)CCCC(=O)N([C@H](C)CO)C[C@H]1C	i
CC1(C)CC[C@]2(C(=O)O)CC[C@]3(C)C(=CCC4[C@@]5(C)C[C@@H](O)[C@H](O)[C@@](C)(CO)C5CC[C@]43C)C2C1 (some centres not stated)	i
C[C@@H]1CN([C@@H](C)CO)C(=O)c2cc(NC(=O)Nc3ccc(C(F)(F)F)cc3)ccc2O[C@@H]1CN(C)Cc1ccc(Cl)c(Cl)c1	i
C[C@H]1CC(=O)C2=C(C1)C(O)C(O)[C@@]1(O)[C@H]2C(=O)c2cccc(O)c2[C@@H]1O (some centres not stated)	i
CCc1c(C)sc(NC(=O)c2cc(-c3ccccn3)nc3c(C)cccc23)c1C(=O)N1CCCCC1	i
C[C@H]1CN([C@@H](C)CO)C(=O)c2cccc(NS(=O)(=O)c3ccc(Cl)cc3)c2O[C@H]1CN(C)C(=O)Nc1ccc(C(F)(F)F)cc1	i
Cc1nn(CC(O)COc2ccc(C(=O)c3ccccc3)cc2)c(C)c1Br (configuration not stated)	i
Cc1ccc(-c2nn3c(C)nnc3s2)cc1NC(=O)C(C)Oc1ccc(Cl)cc1Cl (configuration not stated)	i
C[C@H](CO)N1C[C@H](C)[C@H](CN(C)Cc2ccc3c(c2)OCO3)Oc2ccc(NS(C)(=O)=O)cc2CC1=O	i
CCOC(=O)c1c(C)oc2ccc(S(=O)(=O)n3cc(-c4ccc(C)cc4)c(N)n3)cc12	i
CNC[C@@H]1Oc2ccc(NC(=O)CCN3CCOCC3)cc2CC(=O)N([C@H](C)CO)C[C@@H]1C	i
COc1c(C(C)C)cc2c(c1O)[C@]13CC[C@H](OC1=O)C(C)(C)C3CC2 (some centres not stated)	i
C[C@@H]1CCCCO[C@H](CN(C)Cc2ccc(C(=O)O)cc2)[C@@H](C)CN([C@H](C)CO)C(=O)c2cc(NC(=O)C3CCCCC3)ccc2O1	i
C[C@@H]1CCCCO[C@@H](CN(C)S(=O)(=O)c2cccs2)[C@@H](C)CN([C@H](C)CO)C(=O)c2cc(NC(=O)Cc3ccccc3)ccc2O1	i
CC(C)NC(=O)Nc1ccc2c(c1)C(=O)N([C@H](C)CO)C[C@H](C)[C@@H](CN(C)Cc1ccc(C(=O)O)cc1)OCCCC[C@@H](C)O2	i
C[C@@H]1CCCCO[C@H](CN(C)S(=O)(=O)c2cn(C)cn2)[C@@H](C)CN([C@H](C)CO)C(=O)c2cc(NC(=O)c3ccccc3)ccc2O1	i
C[C@@H]1CN([C@H](C)CO)C(=O)c2cc(NS(=O)(=O)c3cn(C)cn3)ccc2O[C@H]1CN(C)S(=O)(=O)c1cn(C)cn1	i
CCCN(C)C[C@H]1OCCCC[C@@H](C)Oc2ccc(NC(=O)NC(C)C)cc2C(=O)N([C@@H](C)CO)C[C@H]1C	i
CC(=O)Nc1ccc(NS(=O)(=O)c2ccc(C)cc2[N+](=O)[O-])cc1	i
COc1ccc(S(=O)(=O)N(C)C[C@@H]2Oc3ccc(NS(=O)(=O)c4ccc(Cl)cc4)cc3C(=O)N([C@H](C)CO)C[C@H]2C)cc1	i

Another view of some results above:
| Compound | NFkB SMM |
| --- | --- |
| C[C@H](CO)N1C[C@H](C)[C@H](CN(C)Cc2ccc3c(c2)OCO3)Oc2ccc(NS(C)(=O)=O)cc2CC1=O | i |
| CCOC(=O)c1c(C)oc2ccc(S(=O)(=O)n3cc(-c4ccc(C)cc4)c(N)n3)cc12 | i |
| CNC[C@@H]1Oc2ccc(NC(=O)CCN3CCOCC3)cc2CC(=O)N([C@H](C)CO)C[C@@H]1C | i |
| COc1c(C(C)C)cc2c(c1O)[C@]13CC[C@H](OC1=O)C(C)(C)C3CC2 (some centres not stated) | i |
| C[C@@H]1CCCCO[C@H](CN(C)Cc2ccc(C(=O)O)cc2)[C@@H](C)CN([C@H](C)CO)C(=O)c2cc(NC(=O)C3CCCCC3)ccc2O1 | i |
| C[C@@H]1CCCCO[C@@H](CN(C)S(=O)(=O)c2cccs2)[C@@H](C)CN([C@H](C)CO)C(=O)c2cc(NC(=O)Cc3ccccc3)ccc2O1 | i |
| CC(C)NC(=O)Nc1ccc2c(c1)C(=O)N([C@H](C)CO)C[C@H](C)[C@@H](CN(C)Cc1ccc(C(=O)O)cc1)OCCCC[C@@H](C)O2 | i |
| C[C@@H]1CCCCO[C@H](CN(C)S(=O)(=O)c2cn(C)cn2)[C@@H](C)CN([C@H](C)CO)C(=O)c2cc(NC(=O)c3ccccc3)ccc2O1 | i |
| C[C@@H]1CN([C@H](C)CO)C(=O)c2cc(NS(=O)(=O)c3cn(C)cn3)ccc2O[C@H]1CN(C)S(=O)(=O)c1cn(C)cn1 | i |
| CCCN(C)C[C@H]1OCCCC[C@@H](C)Oc2ccc(NC(=O)NC(C)C)cc2C(=O)N([C@@H](C)CO)C[C@H]1C | i |
| CC(=O)Nc1ccc(NS(=O)(=O)c2ccc(C)cc2[N+](=O)[O-])cc1 | i |

(listing goes on)
SMILES	NFkB SMM
C[C@H](CO)N1C[C@H](C)[C@@H](CN(C)C(=O)c2ccccc2)OCCCC[C@H](C)Oc2ccc(NC(=O)Nc3ccc(F)cc3)cc2C1=O	i
C[C@H](CO)N1C[C@H](C)[C@@H](CN(C)Cc2ccc(C(=O)O)cc2)OCCCC[C@H](C)Oc2ccc(NC(=O)c3ccncc3)cc2C1=O	i
Cc1cc(C)nc(NS(=O)(=O)c2ccc(-n3c(-c4ccc5ccccc5n4)n[nH]c3=S)cc2)n1	i
c1cc(-c2nn[nH]n2)ccc1OCc1nn[nH]n1	i
C[C@H](CO)N1C[C@H](C)[C@H](CN(C)S(=O)(=O)c2ccc(F)cc2)OCCCC[C@H](C)Oc2ccc(NC(=O)c3ccncc3)cc2C1=O	i
COc1cc(C2c3c(cc(OC)c(O)c3OC)CC(CO)C2COC2OC(CO)C(O)C(O)C2O)cc(OC)c1O (configuration not stated)	i
C[C@@H]1CCCCO[C@@H](CN(C)C(=O)CCCN(C)C)[C@H](C)CN([C@H](C)CO)C(=O)c2cc(NC(=O)Nc3cccc4ccccc34)ccc2O1	i
O=C(CSc1nnnn1-c1ccccc1)Nc1cccc(C(=O)O)c1	i
Cc1noc(C)c1S(=O)(=O)Nc1ccc2c(c1)C(=O)N([C@H](C)CO)C[C@H](C)[C@@H](CN(C)CC1CC1)O2	i
O=C(NCc1ccccc1)C1=C[C@@H](c2ccc3c(c2)OCO3)C[C@@H](OCCCCO)O1	i
COc1ccc(C)cc1NC(=O)CNS(=O)(=O)c1ccc(C)cc1	i
C[C@@H]1CCCCO[C@@H](CN(C)C)[C@H](C)CN([C@@H](C)CO)C(=O)c2cc(NS(=O)(=O)c3ccc(Cl)cc3)ccc2O1	i
C[C@@H]1CN([C@@H](C)CO)C(=O)Cc2cc(NC(=O)Cc3ccccc3)ccc2O[C@@H]1CN(C)C(=O)Nc1ccc(F)cc1	i
CCOC(=O)O[C@]1(C(=O)COC(=O)CC)CC[C@H]2[C@@H]3CCC4=CC(=O)C=C[C@]4(C)[C@H]3[C@@H](O)C[C@@]21C	i
C=C[C@]1(C)C[C@H](O)[C@H]2C(=C)C(=O)O[C@@H]2[C@H]1C(=C)CO	i
C[C@@H]1CN([C@H](C)CO)C(=O)Cc2cc(NS(C)(=O)=O)ccc2O[C@H]1CN(C)C(=O)Nc1ccccc1	i
C[C@H]1CN([C@@H](C)CO)C(=O)Cc2cc(NC(=O)NC3CCCCC3)ccc2O[C@H]1CN(C)C(=O)Nc1cccc2ccccc12	i
COc1ccc(CN(C)C[C@H]2Oc3ccc(NC(=O)c4ccncc4)cc3CC(=O)N([C@@H](C)CO)C[C@H]2C)cc1	i
Cc1noc(C)c1NC(=O)N(C)C[C@H]1OCCCC[C@H](C)Oc2ccc(NS(C)(=O)=O)cc2C(=O)N([C@H](C)CO)C[C@@H]1C	i
CNC[C@@H]1Oc2ccc(NC(=O)Nc3ccccc3)cc2CC(=O)N([C@H](C)CO)C[C@@H]1C	i
C[C@H](CO)N1C[C@H](C)[C@@H](CN(C)C(=O)Nc2cccc(Oc3ccccn3)c2)OCc2cn(nn2)CCCC1=O	i
O=C1CSC(c2ccccc2)N1c1ccc(-c2ccccc2)cc1 (configuration not stated)	i
C[C@@H]1CN([C@H](C)CO)C(=O)c2cccc(NS(C)(=O)=O)c2O[C@@H]1CN(C)S(=O)(=O)c1cn(C)cn1	i
C[C@@H]1CN([C@@H](C)CO)C(=O)c2cc(NC(=O)CCC(F)(F)F)ccc2O[C@@H](C)CCCCO[C@@H]1CN(C)C(=O)Nc1ccccc1	i
COc1ccc(S(=O)(=O)Nc2ccc3c(c2)CC(=O)N([C@@H](C)CO)C[C@@H](C)[C@@H](CN(C)Cc2ccc(C(=O)O)cc2)O3)cc1	i
CN(C)c1nc(N)nc(CSc2ccccn2)n1	i
COc1cc2c(cc1OC)CN(C(=O)[C@H]1[C@@H]3C(=O)O[C@@H](c4ccccc4)[C@@H](c4ccccc4)N3[C@@H](c3ccccc3OCCO)[C@]13C(=O)Nc1ccc(C#CC4=CCCCC4)cc13)CC2	+
COC1=CC(=O)C[C@@H](C)[C@]12Oc1cc(OC)cc(OC)c1C2=O	i
COc1ccc(C(=O)Oc2ccc(C)c3c2C(=O)OC(C)C3)c2c1C(=O)OC(C)C2 (configuration not stated)	i
C[C@@H]1O[C@@H](O[C@@H]2[C@@H](O)[C@H](Oc3cc(O)c4c(c3)OC(c3ccc(O)cc3)CC4=O)O[C@H](COC3OCC(O)C(O)C3O)[C@H]2O)[C@H](O)[C@H](O)[C@H]1O (some centres not stated)	i
C[C@@H]1CCCCO[C@H](CN(C)C(=O)c2ccncc2)[C@@H](C)CN([C@H](C)CO)C(=O)c2cc(NC(=O)CCCN(C)C)ccc2O1	i
COC(=O)CCCCCCC(=O)Nc1ccc(C=O)cc1	i
CC(C)(C)c1ccc(OCC(=O)Nc2cccc(NC(=O)c3ccccc3)c2)cc1	i
C[C@@H]1CN([C@@H](C)CO)C(=O)c2cccc(NS(C)(=O)=O)c2O[C@@H]1CN(C)C(=O)Nc1ccc(F)cc1	i
O=C1NCC(=O)N2[C@@H]1C[C@@H](C(=O)NCc1ccc(F)cc1)[C@H]2c1cccc(OCCO)c1	i
COc1ccc(S(=O)(=O)Nc2ccc3c(c2)C(=O)N([C@@H](C)CO)C[C@H](C)[C@@H](CN(C)Cc2ccncc2)O3)cc1	i
CC(C)NC(=O)N(C)C[C@@H]1Oc2ccc(N(C)C)cc2CC(=O)N([C@H](C)CO)C[C@H]1C	i
CCOC(=O)c1c(NC(=O)CSc2nc(C)cc(C(F)(F)F)n2)sc(C)c1C	i
COc1ccc(S(=O)(=O)Nc2ccc3c(c2)C(=O)N([C@H](C)CO)C[C@@H](C)[C@H](CN(C)C)O3)cc1	i
Cc1cc(C(=O)NCc2ccco2)c2cc(F)ccc2n1	i
COc1ccc(S(=O)(=O)N(C)C[C@@H]2Oc3ncc(C#Cc4ccc(F)cc4)cc3C(=O)N([C@H](C)CO)C[C@@H]2C)cc1	i
COC(=O)c1ccccc1NC(=O)CSc1nc2cc3ccccc3cc2[nH]1	i
COc1ccc(N(CC(=O)O)S(C)(=O)=O)cc1	i
C[C@@H]1CCCCO[C@H](CN(C)C)[C@H](C)CN([C@H](C)CO)C(=O)c2cc(NC(=O)CCC(F)(F)F)ccc2O1	i
C[C@H]1CN([C@@H](C)CO)C(=O)Cc2cc(NC(=O)C3CC3)ccc2O[C@@H]1CN(C)C	i
Cc1ccc2oc(-c3cc(NC(=O)c4ncn[nH]4)ccc3O)nc2c1	i
Cc1sc2nc(SCC(=O)N3CCC(c4noc5ccc(F)cc45)CC3)n(-c3ccccc3)c(=O)c2c1C	i
C[C@@H]1CCCCO[C@@H](CN(C)C)[C@@H](C)CN([C@H](C)CO)C(=O)c2cc(NC(=O)Nc3ccccc3)ccc2O1	i
C[C@@H]1CN([C@@H](C)CO)C(=O)c2cc(NC(=O)C3CCCCC3)ccc2O[C@@H]1CN(C)S(=O)(=O)c1ccc(F)cc1	i
CCC(=O)NC1CCc2cccc(OC)c2C1 (configuration not stated)	i
The list goes on:
SMILES	NFkB SMM
COc1cc(NC(=S)NCCCO)c(OC)cc1Cl	i
O=C(CSc1nc2[nH]ncc2c(=O)n1-c1ccccc1)Nc1ccc(F)c(Cl)c1	i
C[C@@H]1CCCCO[C@H](CN(C)C)[C@H](C)CN([C@@H](C)CO)C(=O)c2cc(NC(=O)CCC(F)(F)F)ccc2O1	i
Cc1noc(C)c1NC(=O)Nc1ccc2c(c1)C(=O)N([C@@H](C)CO)C[C@H](C)[C@H](CN(C)C(=O)C1CCCCC1)OCCCC[C@@H](C)O2	i
c1ccc2[nH]c(CCn3c4c(c5ccccc53)CCCC4)nc2c1	i
C[C@@H]1CN([C@H](C)CO)C(=O)c2cc(NS(C)(=O)=O)ccc2O[C@H]1CN(C)CC1CCCCC1	i
